Luciferase inh: inhibitors of firefly luciferase | Potency, µM (top dose mostly 57.1 µM), for the others: at the top dose activity change, negative = inhibition, hits mostly inhibitors | P08659 | AID 411 | actives 2.2% (n = 72,000) | purified firefly luciferase, luminescence, 8 min; also: potency is read from the fitted curve at half-maximal effect; % is scaled to controls: 0 for no effect and ±100 for the full control effect; nearly all actives have a fitted effect of over 40% in size
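Substrate buffer containing 10 uM ATP (pH 7.2 imidazole, Mg2+, KCl, detergent, BSA) is dispensed, compound pinned in, then luciferase/luciferin detector mix added. After 8 min at ambient temperature, light output is measured.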
Pol III holo inh: inhibitors of bacterial DNA polymerase III holoenzyme | Potency, µM (titrated, usually from 57.1 µM), without a hit: at the top dose activity change, negative = inhibition | actives 0.25% (n = 71,000) | AID 603 | reconstituted DNA polymerase III holoenzyme replication, biochemical; also: potency is read from the fitted curve at half-maximal effect; % is scaled to controls: 0 for no effect and ±100 for the full control effect
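Reconstituted *E. coli* holoenzyme (0.35 nM Pol III, 1 nM beta, 154 nM SSB, 2 nM primase) was preincubated with compound for 15 min at RT. Synthesis on 1.4 nM ssM13Gori ran 35 min, then was stopped with PicoGreen/EDTA and read as dsDNA fluorescence.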
TexasRed autofl: compound fluoresces in the Texas Red spectral region; AID 587; actives 0.06% (n = 59,000); Compound fluorescence, Texas Red channel, 547/618 nm; stronger effect = higher value; max dye-equivalent concentration, M; in the data active = max dye-equivalent concentration above about 10 nM; inconclusive = between about 1.1 nM and that limit
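Compound fluorescence was read after 15 min at room temperature in 100 mM Tris, pH 8.0, using 547 nm excitation and 618 nm emission across a concentration series. It was expressed as Texas Red dye-equivalent concentration from an on-plate standard curve.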
Hsp90 Hop PPI: changes Hsp90-Hop TPR2A binding signal, up or down. AlphaScreen TPR2A-His6 binding biotin-Hsp90 C-terminal peptide. Potency, µM (highest dose often 57 µM), inactives show at the top dose activity change, negative = inhibition. actives 0.44% (n = 71,000). AID 595; active = well fitted curve in either direction with a large enough effect; inconclusive = small, poorly fitted or top-dose-only effect, or another doubt; also: potency is read from the fitted curve at half-maximal effect; % is scaled to controls: 0 for no effect and ±100 for the full control effect; many of its hits are not listed in these tables
HBB splice mod: modulators of hemoglobin beta chain splicing. AID 925. HBB splicing reporter cell assay, activation; EGFP reporter with mutant IVS2-654 intron; response scale: normalised to 500 nM splice-correcting PNA. actives 0.06% (n = 65,000). Potency, µM (doses to about 46.1 µM), inactives show at the highest dose activation, usual class: activators; also: potency is read from the fitted curve at half-maximal effect; 0% is about no effect
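HeLa cells stably expressing EGFP interrupted by mutant beta-globin intron 2 (IVS2-654), 500/well in 2% FCS. Treated with compound for 2 days at 37C. Splicing correction scored as total well GFP intensity (488 nm excitation, 500-520 nm emission); 500 nM antisense PNA served as control.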
Rhodamine fluor: rhodamine region autofluorescence; max dye-equivalent concentration, M; AID 594; actives 0.05% (n = 59,000); Rhodamine-region fluorescence, 547/598 nm, Tris buffer; stronger effect = higher value; in the data active = max dye-equivalent concentration above about 11 nM; inconclusive = between about 1.1 nM and that limit
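Intensities are converted to rhodamine-equivalent concentration using a six-point rhodamine standard on each plate. Compounds sit 15 min at room temperature in 100 mM Tris buffer, pH 8.0; read uses the 547/598 nm excitation/emission pair.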
HADH2 inh: HADH2 (human) dehydrogenase inhibition; Q99714; recombinant HADH2, NADH fluorescence, beta-hydroxybutyryl-CoA; Potency, µM (top dose mostly 57.1 µM), for the others: at the top dose activity change, negative = inhibition, usual class: inhibitors; actives 3.4% (n = 73,000); AID 886; also: potency is read from the fitted curve at half-maximal effect; % is scaled to controls: 0 for no effect and ±100 for the full control effect; nearly all actives have a fitted effect of over 60% in size; many of its hits are not listed in these tables
Target sequence (Q99714 whole entry, looked up, one chain of several): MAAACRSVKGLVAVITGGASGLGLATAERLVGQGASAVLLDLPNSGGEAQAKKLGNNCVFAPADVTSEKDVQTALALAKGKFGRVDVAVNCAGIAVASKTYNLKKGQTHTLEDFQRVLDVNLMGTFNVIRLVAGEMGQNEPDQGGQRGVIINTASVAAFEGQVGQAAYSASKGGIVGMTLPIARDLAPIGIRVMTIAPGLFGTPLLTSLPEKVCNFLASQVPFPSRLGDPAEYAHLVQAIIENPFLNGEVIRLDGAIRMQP
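His-tagged recombinant enzyme from E. coli, 20 nM, preincubated 15 min RT with compound; reaction started with 1 mM NAD+ and 90 uM beta-hydroxybutyryl-CoA in 100 mM Tris-HCl pH 9.0. NADH fluorescence (ex 360/em 450) read over 4 min; last-minus-first difference.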
ERK AVP block: blocks ERK signaling stimulated by vasopressin. HEK293-V1b, vasopressin-stimulated pERK AlphaScreen. actives 0.99% (n = 72,000). Potency, µM (highest dose often 57.5 µM), without a hit: at the highest dose activity, negative = inhibition, usual class: inhibitors; also: potency is read from the fitted curve at half-maximal effect; % is scaled to controls: 0 for no effect and ±100 for the full control effect; nearly all actives have a fitted effect of over 55% in size
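V1b-HEK293 cells; cpd 30 min 37C; 25 nM vasopressin 5 min; lyse 10 min; AlphaScreen beads 5 hr RT. Normalized to DMSO basal and 25 nM vasopressin; AC50 by Hill fit.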
Tau fil binding: binds recombinant human tau filaments | AID 596 | Potency, µM (doses to about 57.1 µM), for the others: at the highest dose activity change, negative = inhibition | P10636 | actives 2% (n = 71,000) | recombinant tau filaments, thioflavin S fluorescence, 15 h; filaments grown with octadecylsulfate alongside compound;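 also: potency is read from the fitted curve at half-maximal effect; % is scaled to controls: 0 for no effect and ±100 for the full control effect; actives lower thioflavin S fluorescence by blocking filaments or displacing dye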
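Read-out: ThS fluorescence, 450 nm excitation/510 nm emission; lower signal marks blocked filament formation or displaced dye. Tau at 1 uM with 30 uM ODS, 10 uM ThS, 5 mM DTT, 100 mM NaCl, 10 mM HEPES pH 7.4; 15 h, 37 C.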
CRE Fsk mod: modulators of forskolin-stimulated CRE signaling in CHO cells. AID 662. CHO CRE-bla reporter (cAMP response element driving beta-lactamase), forskolin EC10, beta-lactamase ratio. actives 2.5% (n = 71,000). Potency, µM (highest dose often 38.2 µM), without a hit: at the highest dose activity change, negative = inhibition, hits mostly activators; active = well fitted activation curve with a large enough effect in the signal ratio, with a control signal flat, not every such curve was filed as active; inconclusive = small, poorly fitted or top-dose-only effect, or effect the other way, or a change in a side signal; the % refers to the signal ratio; also: potency is read from the fitted curve at half-maximal effect; % of control where 0% means no effect
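AC50 values, positive or negative, reflect shifts in EC10 NKH 477-induced CRE-bla reporter activity in CHO cells. Incubation lasted 3 h at 37 °C before CCF4 substrate (2 h, room temperature) and ratiometric 460/530 nm reading.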
ALOX15 inhib: 15-hLO (ALOX15) enzyme inhibition. P16050. purified 15hLO-1, xylenol orange hydroperoxide absorbance. Potency, µM (highest dose often 57.1 µM), inactives show at the top dose activity change, negative = inhibition, usual class: inhibitors. actives 1.4% (n = 74,000); also: potency is read from the fitted curve at half-maximal effect; % is scaled to controls: 0 for no effect and ±100 for the full control effect; nearly all actives have a fitted effect of over 55% in size
Target sequence (P16050 whole entry, looked up): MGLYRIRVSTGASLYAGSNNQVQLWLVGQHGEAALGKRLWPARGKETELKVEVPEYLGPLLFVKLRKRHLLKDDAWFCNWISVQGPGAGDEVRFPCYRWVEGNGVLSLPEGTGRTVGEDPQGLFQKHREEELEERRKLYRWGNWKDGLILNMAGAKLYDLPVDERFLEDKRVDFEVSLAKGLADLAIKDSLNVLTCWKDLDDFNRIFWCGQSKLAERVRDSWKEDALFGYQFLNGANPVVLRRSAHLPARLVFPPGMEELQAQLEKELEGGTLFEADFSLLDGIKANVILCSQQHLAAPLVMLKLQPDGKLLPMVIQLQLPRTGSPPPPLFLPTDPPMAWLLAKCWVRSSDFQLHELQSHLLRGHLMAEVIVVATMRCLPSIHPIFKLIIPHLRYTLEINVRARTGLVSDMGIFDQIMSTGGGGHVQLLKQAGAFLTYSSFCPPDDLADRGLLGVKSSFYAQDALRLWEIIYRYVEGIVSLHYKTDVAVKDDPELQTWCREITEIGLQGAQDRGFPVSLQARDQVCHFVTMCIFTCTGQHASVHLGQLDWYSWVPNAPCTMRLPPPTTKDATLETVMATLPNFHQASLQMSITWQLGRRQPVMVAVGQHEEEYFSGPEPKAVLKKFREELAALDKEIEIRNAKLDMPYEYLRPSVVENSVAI
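Purified human 15hLO-1 (40 nM) in 25 mM Hepes pH 7.5, 0.01% Triton X-100, preincubated 15 min RT with compound, then 50 uM arachidonic acid for 6 min. Hydroperoxide read by ferrous/xylenol orange, 30 min; 573/405 nm absorbance ratio gave progress.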
* hit, by the source's call; i = inactive; ? = inconclusive; · = no result given; [ ] = remark or other dose. Unless noted, calls follow the shape of the dose curve; as a rule, active = well fitted curve in the direction sought with a large enough effect; inconclusive = small, poorly fitted or top-dose-only effect, or another doubt; inactive = no such curve, though single readings can be large; an effect the other way counts as inactive or inconclusive. Only part of the results is shown; rates above refer to the full screens.

SMILES	Luciferase inh	Pol III holo inh	TexasRed autofl	Hsp90 Hop PPI	HBB splice mod	Rhodamine fluor	HADH2 inh	ERK AVP block	Tau fil binding	CRE Fsk mod	ALOX15 inhib
O=C(OCc1nnc(-c2ccccc2)o1)c1ccc2c(c1)OCCO2	-1%	-2%	i	3%	0.7%	i	-11%	-8%	1%	1%	-1%
CCOc1ccc(-c2[nH]ncc2Oc2cccc(OC)c2)c(O)c1	-3%	-1%	?	-1%	0.9%[0.369 µM]	i	-11%	?	?	15%	?
COC(=O)c1ccc(S(=O)(=O)N2CCCC2)o1	2%	-6%	i	-2%	-1.4%	i	-6%	-10%	9%	-3%	1%
O=S(=O)(c1cc(Cl)ccc1Cl)n1nnc2ccccc21	-1%	-6%	·	2%	0.5%[9.22 µM]	·	1%	-3%	3%	-5%	-18%
CCCn1c(=O)c2c(nc(Br)n2CCC)n(C)c1=O	3%	-3%	i	3%	1.6%[0.369 µM]	i	6%	-24%	4%	?	2%
C=CCSc1nnc(-c2cc(Br)ccc2N)c(=O)[nH]1	-1%	-7%	·	-2%	-0.4%	·	4%	·	-22%	7%	-4%
CCOC(=O)C(NC(=O)C1CCCN1C(=O)OCc1ccccc1)C(=O)OCC (stereo not given)	2%	-4%	?	4%	-2.1%	i	3%	-13%	-1%	0%	5%
CCOC(=O)CSc1nc2c(cnn2-c2ccc(C)cc2)c(=O)[nH]1	2%	0%	i	0%	-1.1%	i	-10%	-23%	-2%	?	3%
Cn1c(SCC(=O)N2c3ccccc3Sc3ccccc32)nnc1-c1ccco1	1%	-2%	i	-5%	0.0%	i	-2%	-11%	16%	?	5%
CC(C)NC(=O)NC(=O)CSc1ncc(C(F)(F)F)cc1Cl	-3%	-13%	i	1%	-0.1%[57.5 µM]	i	2%	0%	-7%	8%	2%
O=C(Cn1c(=O)oc2cc(S(=O)(=O)N3CCCC3)ccc21)Nc1ccc(C(F)(F)F)cc1	-2%	-3%	i	?	-0.4%	i	21%	15%	220%	-2%	-18%
O=S(=O)(/C=C/c1ccccc1)N1CCN(c2ccccc2)CC1	-1%	-2%	·	0%	-2.9%	·	5%	17%	70%	-7%	11%
Cc1noc(C)c1-c1ccc2ncnc(N(C)C)c2c1	-11%[2.29 µM]	-3%	i	0%	-1.1%	i	12%	-3%	-2%	?	18%
O=C(CSc1nnnn1-c1ccccc1)Nc1nsc(-c2ccccc2)n1	3%	-4%	i	-3%	12%	i	-2%	-10%	0%	?	-3%
O[C@@H](c1ccccc1)C1CCN(CCc2ccccc2)CC1	0%	-10%	·	5%	·	·	8%	-2%	15%	-27%	-20%[25.6 µM]
O=S(=O)(Nc1ccc2c(c1)nc1n2CCOC1)c1ccccc1	2%	-2%	i	?	-3.3%[57.5 µM]	i	7%	35%[activator]	-13%	12%	-19%
COC(=O)[C@@]1(Cc2ccc(OC)cc2)[C@H]2c3cc(C(=O)N4CCCC4)n(Cc4ccccn4)c3C[C@H]2CN1C(=O)c1ccccc1	·	6%	·	-7%	1.2%	·	-15%	3%	-2%	-10%	·
Cc1ccc(-n2nnc3c(=O)n(Cc4ccccc4C)cnc32)cc1	-2%	1%	·	-3%	-0.4%	·	5%	·	384%	?	-5%
Cc1ccc(-n2c3c(cc(C(=O)NCCCN4CCOCC4)c2=O)C(=O)CC(C)(C)C3)cc1	1%	-2%	·	-3%	0.8%	·	-15%	-5%	-17%	8%	-1%
CCOC(=O)c1csc(NC(=O)c2ccc(S(=O)(=O)N3CCCC3)cc2)n1	4%	-6%	i	-4%	-0.1%	i	45%[activator]	-1%	-12%	-11%	6%
CCC(Sc1nc2sc(C(=O)OC)c(C)c2c(=O)n1N)C(=O)NCC1CCCO1 (stereo not given)	-1%	-4%	i	-1%	0.1%	i	?	4%	-1%	-4%	-3%
CCOC(=O)N1CCN(C(=O)CSc2nc3c(cnn3-c3ccc(Cl)cc3)c(=O)[nH]2)CC1	0%	-5%	·	1%	0.2%	·	6%	·	-7%	7%	-1%
O=C(CSc1ncn[nH]1)Nc1ccc(Br)cc1F	-1%	0%	i	0%	0.2%	i	6%	-9%	1%	-14%	-7%
CCCCNC(=O)Oc1cccc(N2CCCC2=O)c1	-9%	2%	·	0%	0.3%[9.22 µM]	·	?	-17%	-3%	-4%	-19%
COc1ccc(C2C(C(=O)c3ccc(C)o3)=C(O)C(=O)N2c2cc(C)on2)cc1OC (stereo not given)	0%	-6%	?	-4%	-0.3%	i	-1%	-29%	-13%	2%	28%
COc1ccc(CN(Cc2cc3cc(C)ccc3[nH]c2=O)C(=O)N(C)C)cc1	4%	-3%	i	0%	·	i	6%	-7%	13%	7%	-12%
Cc1ccc(-c2nn(-c3ccccc3)cc2C(=O)N2CCOCC2)cc1	-10%	6%	·	-4%	-4.5%	·	1%	-18%	2%	-3%	2%
O=C(CSc1nnc(Cc2cc(=O)[nH]c(=O)[nH]2)n1-c1ccc(Cl)cc1)NC1CCCC1	2%	2%	·	-4%[2.3 µM]	-0.7%	·	3%	3%	-3%	1%	-10%
CCOc1ccccc1NC(=O)C1CCCN(S(=O)(=O)c2c(C)[nH]c(=O)[nH]c2=O)C1 (stereo not given)	0%	-4%	i	-9%	-1.0%	i	9%	-1%	4%	-2%	-2%
C=CCN=C1SCC(=O)N1S(=O)(=O)c1ccc(C)cc1	2%	-10%	i	-4%	·	i	2%	-4%	-3%	0%	7%
CC(=O)c1cccc(NS(=O)(=O)c2c(C)n[nH]c2C)c1	-1%	-8%	?	1%	-1.9%	i	2%	16%	-13%	-5%	4%
CCCc1nn(CCc2ccccn2)c(N)c1CC	-2%	-3%	i	-1%	2.5%[0.369 µM]	i	19%	-3%	-20%	13%	8%
O=S(=O)(O)c1cc(N=[N+]([O-])c2cc(S(=O)(=O)O)c3ccccc3c2)cc2ccccc12	-3%[11.4 µM]	-15%[11.4 µM]	?	-12%[11 µM]	-0.3%[9.22 µM]	i	?	-7%[11.5 µM]	2%[11.4 µM]	4%[7.6 µM]	4µM*
O=C(O)c1c(Cl)c(Cl)c(Cl)c(Cl)c1C(=O)Nc1ccc2cn[nH]c2c1	-2%[11.4 µM]	-6%[11.4 µM]	i	-3%[11 µM]	0.1%[9.22 µM]	i	-11%[11.4 µM]	-5%[11.5 µM]	5%[11.4 µM]	-2%[7.6 µM]	6%[11.4 µM]
COc1ccc(NC(=O)NCCN2CCN(c3cccc(Cl)c3)CC2)cc1	-1%	-8%	·	-1%[2.3 µM]	-1.2%	·	2%	11%	40%	-14%	-6%
O=C(Nc1ccccc1OC(F)F)c1ccccc1	0%	-7%	i	-3%	0.6%	i	3%	-13%	14%	-4%	6%
CCOC(=O)c1cccc(NC(=O)CSc2nnc(C3CCCCC3)n2CC)c1	2%	6%	?	-3%	-4.4%	i	8%	?	2%	?	?
O=C(O)CSCc1ccc(Cl)cc1	1%	-4%	i	1%	-1.7%	i	-2%	0%	-2%	-5%	10%
COc1ccc(-c2[nH]nc3oc(=O)cc(C)c23)cc1	2%	-5%	?	-3%	·	i	55%[activator]	-27%	-14%	?	5%
CCOC(=O)NCc1ccc2c(c1)OCO2	-1%	5%	i	-1%	-1.9%	i	0%	-6%	-2%	-3%	15%
Cn1c(=O)c2c(n(Cc3ccccc3)c1=O)NC(=O)C2CC(=O)N1CCc2ccccc2C1 (stereo not given)	4%	-2%	i	-3%	-0.5%[57.5 µM]	i	-9%	24%	-5%	?	-4%
O=C(Oc1cccc(NC(=O)c2ccco2)c1)c1cccc(S(=O)(=O)N2CCCC2)c1	1%	-4%	i	-1%	-6.2%	i	24%	-15%	4%	-3%	-12%
COc1ccc(C(=O)N2c3ccc(F)cc3CCC2C)cc1OC (stereo not given)	0%	-5%	i	-1%	-1.1%	i	-2%	-15%	-3%	?	1%
